Source: PubChem (National Center for Advancing Translational Sciences (NCATS))
FLuc modulator – qHTS profiling assay for firefly luciferase inhibitor/activator using purifed enzyme and Km concentrations of substrates (counterscreen for miR-21 project). Potency, µM (top dose mostly 57.5 µM), without a hit: at the top dose activity change, negative = inhibition, hits mostly inhibitors. purified FLuc, Km substrates, luminescence inhibition. Luciferin 4-monooxygenase (Photinus pyralis), P08659. hit rate 6.9% among 360,000;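 note: potency is the fitted concentration of half-maximal effect; plate controls were vehicle for no effect and reference inhibitor for full effect; nearly all actives have a fitted effect of over 55% in size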
Target sequence (P08659 whole entry, looked up): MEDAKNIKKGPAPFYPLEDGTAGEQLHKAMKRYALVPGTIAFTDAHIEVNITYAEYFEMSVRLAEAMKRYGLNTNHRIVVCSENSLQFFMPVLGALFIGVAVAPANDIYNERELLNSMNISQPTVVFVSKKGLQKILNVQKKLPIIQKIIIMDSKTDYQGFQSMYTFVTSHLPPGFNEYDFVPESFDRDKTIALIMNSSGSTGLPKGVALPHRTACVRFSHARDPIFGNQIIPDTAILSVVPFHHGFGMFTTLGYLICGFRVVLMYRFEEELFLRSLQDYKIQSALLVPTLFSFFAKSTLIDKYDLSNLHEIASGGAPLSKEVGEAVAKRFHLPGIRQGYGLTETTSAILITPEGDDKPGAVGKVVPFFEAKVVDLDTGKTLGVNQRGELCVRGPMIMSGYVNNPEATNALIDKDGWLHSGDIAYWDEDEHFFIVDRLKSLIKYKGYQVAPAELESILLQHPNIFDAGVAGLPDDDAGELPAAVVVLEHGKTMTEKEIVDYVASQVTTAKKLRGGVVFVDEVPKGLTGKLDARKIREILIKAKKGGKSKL
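Biochemical qHTS of compounds, final roughly 60 µM downward over six points, against 10 nM purified firefly luciferase using Km concentrations of substrates (10 uM D-luciferin, 10 uM ATP) in Tris acetate pH 7.5 buffer; luminescence output.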
NPC1 prom act – qHTS Assay for NPC1 Promoter Activators; Potency, µM (highest dose often 9.22 µM), inactives show top-dose activation, most hits filed as activators; Huh7 NPC1 promoter luciferase reporter, 24 h; hit rate 2.4% among 320,000; AID 485313, 2010;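 note: potency is the fitted concentration of half-maximal effect; % of control where 0% means no effect; nearly all actives have a fitted effect of over 60% in size; reporter is driven by a mutant NPC1 promoter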
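Huh7 cells stably carrying NPC1 promoter–luciferase, plated in Opti-MEM with 10% FBS for 2 h, were exposed to compound in DMSO for 24 h at 37 °C; luciferase reagent was added for 10 min and luminescence read.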
Giardia kill – Small Molecules that selectively kill Giardia lamblia: qHTS; activity change, % at 7.66 µM, hits read low; AID 540267, 2011; hit rate 0.15% among 340,000; Giardia lamblia trophozoite viability; in the data active = activity change below about -80%; inconclusive = between about -30% and that limit;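 note: parasites exposed to compound for two days anaerobically before the ATP read; % is set by controls: 0 for no effect and ±100 for the full control effect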
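Luminescence from cellular ATP indicates surviving trophozoites (100 cells/well) following 48 hrs anaerobic compound treatment at 37 deg C; signal develops 15-30 min at room temperature.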
Rab9 promoter act – qHTS Assay for Rab9 Promoter Activators; hit rate 2.8% among 320,000; Potency, µM (series often up to 9.22 µM), for the others: at the highest dose activation, negative = inhibition, most hits filed as activators; Huh7 Rab9 promoter-luciferase reporter, luminescence, 24 h; AID 485297, 2010; note: potency is the fitted concentration of half-maximal effect; % of control where 0% means no effect; nearly all actives have a fitted effect of over 60% in size
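Huh7 reporter line, Rab9 promoter upstream of luciferase. Compound exposure 24 h at 37 °C in reduced-serum medium with 10% FBS. Read-out: luminescence.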
BRCA1 expr act – qHTS Assay to Identify Small Molecule Activators of BRCA1 Expression | MCF7-BRCA1-FFLuc reporter, luminescence, 48 h; response scale: scaled: vehicle 0%, 10 µM genistein 100% | AID 624202, 2012 | hit rate 1.1% among 380,000 | Potency, µM (titrated, usually from 46.1 µM), inactives show top-dose activation, usual class: activators; note: potency is the fitted concentration of half-maximal effect; nearly all actives have a fitted effect of over 80% in size; some results filed as inactive show a strong effect at the top dose
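Using MCF7 cells harboring a BRCA1 firefly luciferase reporter, plated 2 h before compound pinning, the screen measured luminescence after 48 h incubation. Responses were normalized to DMSO and 10 microM genistein, then fitted for concentration-effect.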
PKM2 activator – qHTS Assay for Activators of Human Muscle isoform 2 Pyruvate Kinase; hit rate 0.34% among 260,000; AID 1631, 2009; purified PKM2, Kinase-Glo ATP luminescence, activation; response scale: 0% is enzyme alone, no compound; Pyruvate kinase PKM (Homo sapiens), P14618; Potency, µM (titrated, usually from 57.5 µM), inactives show at the highest dose activation, hits mostly activators; note: potency is the fitted concentration of half-maximal effect; % is set by controls: 0 for no effect and ±100 for the full control effect; nearly all actives have a fitted effect of over 55% in size
Target sequence (P14618 whole entry, looked up, canonical isoform): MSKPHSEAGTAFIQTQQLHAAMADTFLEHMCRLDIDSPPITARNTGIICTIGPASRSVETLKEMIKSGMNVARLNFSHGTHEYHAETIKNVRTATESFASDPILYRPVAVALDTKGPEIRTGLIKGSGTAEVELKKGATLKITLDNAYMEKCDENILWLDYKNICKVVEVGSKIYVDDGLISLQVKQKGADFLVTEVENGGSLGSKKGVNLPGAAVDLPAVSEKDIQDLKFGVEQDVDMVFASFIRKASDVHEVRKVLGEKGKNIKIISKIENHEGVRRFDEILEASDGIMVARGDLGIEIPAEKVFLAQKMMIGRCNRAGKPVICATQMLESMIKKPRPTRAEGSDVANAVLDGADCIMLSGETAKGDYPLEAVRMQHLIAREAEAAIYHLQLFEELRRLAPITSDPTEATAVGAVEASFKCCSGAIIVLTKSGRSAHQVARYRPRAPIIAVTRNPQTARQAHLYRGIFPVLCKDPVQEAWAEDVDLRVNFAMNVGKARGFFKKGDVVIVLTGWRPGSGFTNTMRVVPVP
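ATP formation by purified human PK-M2, quantified via coupled luciferase luminescence after 1 h at room temperature with 0.1 mM ADP and 0.5 mM PEP final.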
RORgamma inh – qHTS for inhibitors of ROR gamma transcriptional activity; Nuclear receptor ROR-gamma (Mus musculus), P51450; Drosophila S2 Gal4-RORgamma UAS-luciferase reporter, 20 h; Potency, µM (top dose mostly 53.6 µM), for inactives: at the top dose activity change, negative = inhibition, usual class: inhibitors; hit rate 5.4% among 310,000; AID 2551, 2010; note: potency is the fitted concentration of half-maximal effect; % is set by controls: 0 for no effect and ±100 for the full control effect; nearly all actives have a fitted effect of over 60% in size
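Drosophila Schneider cells stably carrying a metallothionein-driven Gal4 DBD–ROR gamma fusion and a UAS-Photinus luciferase reporter were exposed to compound for 1 hr, then induced with copper sulfate (700 uM final) for 20 hr at ambient temperature before luminescence reading.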
Gal4-VP16 FLuc – VP16 counterscreen qHTS for inhibitors of ROR gamma transcriptional activity. AID 2546, 2010. hit rate 3.5% among 310,000. Potency, µM (doses to about 53.6 µM), for inactives: at the highest dose activity, negative = inhibition, actives largely listed as inhibitors. Drosophila S2 Gal4-VP16 UAS-luciferase, luminescence, 20 h;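 note: Gal4-VP16 expression switched on by copper sulfate through the metallothionein promoter; potency is the fitted concentration of half-maximal effect; % is set by controls: 0 for no effect and ±100 for the full control effect; nearly all actives have a fitted effect of over 50% in size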
Menin-MLL TR inh – qHTS Assay for Inhibitors Targeting the Menin-MLL Interaction in MLL Related Leukemias: Competition With Texas Red Labeled MLL-derived Mutant Peptide; AID 1768, 2009; Menin + Texas Red MLL mutant peptide, fluorescence polarization; Potency, µM (highest dose often 61.6 µM), inactives show at the highest dose FP activity change, negative = inhibition, hits mostly inhibitors; hit rate 0.23% among 270,000; active = well fitted inhibition curve with a large enough effect in the polarisation, with a control signal flat, not every such curve was filed as active; inconclusive = small, poorly fitted or top-dose-only effect, or effect the other way, or a change in a side signal; inactive = no such curve, though single readings can be large or run the other way; the % refers to the polarisation; note: potency is the fitted concentration of half-maximal effect; % of control where 0% means no effect; many of its hits are not listed in these tables
ELG1 genotoxic – qHTS screen for small molecules that induce genotoxicity in human embryonic kidney (HEK293T) cells expressing luciferase-tagged ELG1 | HEK293T ELG1-luciferase reporter, luminescence, 16 h | Potency, µM (titrated, usually from 46 µM), for inactives: at the highest dose activity change, positive = activation, most hits filed as activators | hit rate 1.3% among 330,000; note: potency is the fitted concentration of half-maximal effect; % of control where 0% means no effect; nearly all actives have a fitted effect of over 60% in size
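Screening used a luciferase reporter fused to human ELG1 in HEK293T cells. Luminescence was read on a CCD plate imager after 16 hr exposure and 30 min ONE-Glo incubation.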
p53 reactivation – qHTS assay for re-activators of p53 using a Luc reporter | H1299 p53-A138V BP100-luciferase reporter, luminescence, 24 h | Potency, µM (titrated, usually from 92.2 µM), for the others: at the top dose activity change, positive = activation, actives largely listed as activators | hit rate 0.063% among 320,000; note: potency is the fitted concentration of half-maximal effect; % of control where 0% means no effect; nearly all actives have a fitted effect of over 45% in size
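H1299 (p53-null), stable ts p53-A138V + BP100-Luc; 1000 cells/well, Opti-MEM/10% FBS; cpd 4 pt, 1:5; 24 h, 37 deg C, 5% CO2; detection reagent 10 min RT; luminescence.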
An asterisk follows results filed as active; ? = inconclusive; . = no result given; & = joins results of further samples; [ ] = another dose, or the depositor's remark. Unless noted, calls come from the whole dose curve; as a rule, active = well fitted curve in the direction sought with a large enough effect; inconclusive = small, poorly fitted or top-dose-only effect, or another doubt; inactive = no such curve, though single readings can be large; an effect the other way counts as inactive or inconclusive.

SMILES	FLuc modulator	NPC1 prom act	Giardia kill	Rab9 promoter act	BRCA1 expr act	PKM2 activator	RORgamma inh	Gal4-VP16 FLuc	Menin-MLL TR inh	ELG1 genotoxic	p53 reactivation
Cc1ccc(-c2nnc(SCC(=O)NCCN3C(=O)CSC3=O)n2C)cc1	6%	2%	16	22%	93%	.	.	.	.	5%	21%
Cc1ccc(S(=O)(=O)N(C)C)cc1NC(=O)COC(=O)/C=C/c1cnc2ccccc2n1	17µM*	1%	6	7%	-36%	3%	36%	23%	-8%	27%	0%
NS(=O)(=O)c1ccc(N=C2C(=O)Nc3ccccc32)cc1	1%	-1%	12	-4%	3%	-1%	5%	-12%	.	-4%	1%
CC(=O)Nc1ccc(NC(=O)C(C)Oc2ccc(Cl)cc2Cl)cc1 (configuration not stated)	-1%	1%	-28	-5%	5%	4%	26%	19%	1%	7%	-2%
CCN(CC)CCCn1c2c(c(SCC(=O)Nc3ccc(C)c(F)c3)nc1=O)CCC2	5%	-5%	-5	-1%	-32%	.	.	.	.	1%	1%
Cc1ccc([C@@H]2[C@@H]3C(=O)N(c4ccccc4)C(=O)[C@@H]3[C@]3(C)C(=O)N(CC4CC4)CC(=O)N23)o1	-3%	1%	23	-5%	13%	-1%	-34%	6%	-24%	-5%	6%
O=C(N/N=C/c1ccc2c(c1)OCO2)c1ccc(NC(=O)c2ccccc2Cl)cc1	?	-5%	1	10%	-21%	-5%	?	-8%	-13%	-20%	-2%
O=C(c1ccco1)N1CCCC(N2CCN(c3cccc(C(F)(F)F)c3)CC2)C1 (configuration not stated)	-2%	-3%	-16	16%	10%	4%	34%	17%	.	-12%	3%
CCCCCN1CC(=O)N2C(C)c3[nH]c4ccccc4c3C[C@H]2C1=O (some centres not stated)	0%	0%	18	-3%	-9%	.	-8%	-7%	28%	4%	2%
COc1ccc(C)cc1S(=O)(=O)N(CC(=O)Nc1cccc([N+](=O)[O-])c1)c1ccc(C)c(C)c1	3%	-1%	1	-1%	-28%	2%	-25%	11%	5%	1%	-8%
O=C(CC1Sc2ccccc2NC1=O)Nc1ccccc1[N+](=O)[O-] (configuration not stated)	2%	-3%	-1	-1%	-50%	2%	25%	-4%	-6%	0%	-5%
COc1ccc(C2C(C(=O)N3CCN(c4ccc(OC)cc4)CC3)c3ccccc3C(=O)N2C)cc1 (configuration not stated)	-1%	1%	0	2%	-46%	3%	-1%	1%	2%	-28%	-12%
Cc1cc2oc(C(=O)Nc3c(C)n(C)n(-c4ccccc4)c3=O)c(C)c2cc1C	-3%	-2%	5	-5%	-21%	1%	2%	?	-18%	1%	-17%
Cc1cc(C)c(C#N)c(SCC(=O)c2cccs2)n1	?	24%	1	18%	11%	1%	38%	-5%	-3%	?	1%
COc1ccccc1C/C(N)=N/OC(=O)/C=C/c1ccccc1	?	-1%	-2	15%	25%	1%	5.6µM*	-26%	39%[activator]	2%	4%
Cc1ccc(S(=O)(=O)NCC(=O)N(CC(=O)NCc2ccco2)Cc2ccc(F)cc2)cc1	-2%	?	12	-4%	-2%	.	-8%	11%	1%	-4%	2%
O=C(CSc1ccccn1)Nc1cccc(NC(=O)CSc2ccccn2)n1	?	2%	-16	19%	54%	2%	-2%	5%	-23%	-5%	4%
CC1CCCCN1C(=O)CSc1nc2ccccc2[nH]1 (configuration not stated)	-29%	19%	2	?	97%	-1%	7%	7%	-14%	21%	14%
CCOC(=O)c1cnn(-c2cc(C)nc3c(-c4ccccc4)cnn23)c1N	1%	11%	-3	-4%	11%	-4%	-12%	-4%	-23%	-3%	16%
O=[N+]([O-])c1cccc(C(=Nc2ccccc2)NO)c1	0%	1%	-8	-3%	-1%	6%	17%	0%	0%	1%	-8%
O=C(N/N=C\c1ccoc1)c1ccco1	-11%	0%	-1	9%	23%	-9%	-11%	6%	.	7%	-1%
CCOC(=O)/C(=N/Nc1ccc(OC)cc1)N1CCCc2ccccc21	?	-2%	14	-1%	-18%	5%	17%	5%	.	4%	1%
COCCc1ncc(CN2CCC(C(=O)Nc3cccc(-c4cscn4)c3)CC2)cn1	0%	-4%	14	-13%	-32%	0%	-10%	1%	7%	-6%	-5%
Nc1nonc1-n1nnc(C(=O)N/N=C/c2ccoc2)c1CSc1ccccc1	2%	2%	-8	0%	-12%	.	16µM*	?	.	-3%	-9%
COc1ccc(/C=N/N2CCN(c3ccc(Cl)cc3)CC2)cc1O	-5%	-4%	12	-6%	-12%	0%[11.5 µM]	28%	-8%	?	-4%	-6%
CS(=O)(=O)c1ccc2nc(NC(=O)CN3CCC(Cc4ccccc4)CC3)sc2c1	3%	-3%	24	-1%[1.84 µM]	-21%	.	-9%	-4%	25%	-7%	0%
Cc1occc1C(=O)Nc1ccc(S(=O)(=O)N2CCN(C)CC2)cc1	4%	0%	-5	-2%	1%	-4%	-6%	1%	0%	4%	-5%
CC(C)CC1(C)NC(=O)NC1=O (configuration not stated)	0%	14%	2	-7%	21%	-19%	-6%	-15%	4%	-2%	-5%
Cc1c(/C(O)=C2/C(=O)C(=O)N(CCN(C)C)C2c2ccc(C(C)C)cc2)cnn1-c1ccccc1 (configuration not stated)	1%	-4%	6	0%	1%	-4%	21%	-8%	.	0%	-5%
O=S(=O)(c1cccc(C(F)(F)F)c1)N1CCN(c2ccccc2)CC1	1%	2%	18	1%	-19%	-1%	?	5%	8%	2%	-4%
COc1cc(NC(=O)c2cc(C)on2)cc(C(=O)Nc2cccc(C(F)(F)F)c2)c1	?	?	-8	-8%	-72%&-31%	-3%	12%	-16%	.	-5%	-4%
Cc1ccc(NC(=O)COC(=O)C2CC2(Cl)Cl)cc1C (configuration not stated)	8.5µM*	1%	-13	-1%	5%	-13%	-4%	-28%	-7%	3%	3%
C[C@@H](CN1C(=O)C(=O)NC[C@@H]1C)NC(=O)CC12CC3CC(CC(C3)C1)C2	0%	-3%	38[activator]	0%	4%	-1%	3%	-5%	-20%	1%	8%
O=C(COc1ccc(S(=O)(=O)NCc2ccccc2)cc1Cl)NCc1ccccn1	1%	1%	-18	-1%	-16%	.	-37%	1%	8%	-1%	-2%
Cc1ccc(C(=O)/C=C/c2ccc(-c3ccc(C)cc3)o2)cc1	-5%	1%	0	2%	-3%	?	37%	?	?	9%	2%
COc1ccc(/C=c2/sc3nc(-c4ccccc4)c(-c4ccccc4)n3c2=O)cc1	-2%	-1%	-7	10%	-23%	-1%	41%	?	-6%	3%	-3%
Cc1ccc(C(=O)NCC(=O)N2CCCN(S(=O)(=O)c3ccc(C)cc3)CC2)cc1	-1%	2%	-9	-5%	11%	.	.	.	.	-2%	-5%
CCc1cccc(C)c1NC(=S)NCC1CCN(c2ccc(OC)cc2)C1 (configuration not stated)	-18%	-6%	27	-10%	-61%	15%	6.3µM*	7.1µM*	-12%	12%	-4%

Reformatted with each value named: entries from further up
C[C@@H](CN1C(=O)C(=O)NC[C@@H]1C)NC(=O)CC12CC3CC(CC(C3)C1)C2
  FLuc modulator = 0% | NPC1 prom act = -3% | Giardia kill = 38[activator] | Rab9 promoter act = 0% | BRCA1 expr act = 4% | PKM2 activator = -1% | RORgamma inh = 3% | Gal4-VP16 FLuc = -5% | Menin-MLL TR inh = -20% | ELG1 genotoxic = 1% | p53 reactivation = 8%

Cc1ccc(C(=O)NCC(=O)N2CCCN(S(=O)(=O)c3ccc(C)cc3)CC2)cc1
  FLuc modulator = -1% | NPC1 prom act = 2% | Giardia kill = -9 | Rab9 promoter act = -5% | BRCA1 expr act = 11% | PKM2 activator = . | RORgamma inh = . | Gal4-VP16 FLuc = . | Menin-MLL TR inh = . | ELG1 genotoxic = -2% | p53 reactivation = -5%

A portion of the library; count on the stated rates, not on these rows.
